# AmpC inh detg = qHTS Inhibitors of AmpC Beta-Lactamase (assay with detergent); P00811; AmpC hydrolysis of nitrocefin, absorbance 480 nm, 0.01% Triton; Potency, µM (top dose mostly 114 µM), without a hit: top-dose activity change, negative = inhibition, usual class: inhibitors; actives 0.041% (n = 370,000); AID 485294, 2010;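 note: potency is the fitted concentration of half-maximal effect; 0% = no-compound wells and -100% = no-enzyme wells; nearly all actives have a fitted effect of over 25% in size; some results filed as inactive show a strong effect at the top dose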
# Target sequence (P00811 whole entry, looked up): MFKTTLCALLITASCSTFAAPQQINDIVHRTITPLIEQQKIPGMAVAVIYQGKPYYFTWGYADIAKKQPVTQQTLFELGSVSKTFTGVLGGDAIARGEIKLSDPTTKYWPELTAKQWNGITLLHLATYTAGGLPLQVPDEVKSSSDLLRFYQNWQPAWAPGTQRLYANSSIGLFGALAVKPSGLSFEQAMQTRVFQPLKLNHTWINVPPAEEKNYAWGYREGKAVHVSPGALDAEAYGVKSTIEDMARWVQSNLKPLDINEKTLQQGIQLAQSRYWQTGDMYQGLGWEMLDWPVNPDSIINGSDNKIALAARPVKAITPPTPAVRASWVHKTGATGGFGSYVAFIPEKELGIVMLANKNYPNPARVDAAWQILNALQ
#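 20 mM phosphate pH 7.0 + 0.01% (detergent screen) or 0.0001% Triton X-100; 5.3 nM AmpC reagent; cpd preinc 15 min RT; nitrocefin (800 uM stock) to start; A480 q20 s × 4 min; Activity was normalised to no-enzyme and no-compound control wells.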
# FBPA Giardia inh = qHTS Assay for Inhibitors of Fructose-1,6-bisphosphate Aldolase from Giardia Lamblia. purified Giardia FBPA. actives 0.71% (n = 290,000). A8B2U2. Potency, µM (titrated, usually from 59.6 µM), for the others: at the highest dose activity, negative = inhibition, actives largely listed as inhibitors; note: potency is the fitted concentration of half-maximal effect; nearly all actives have a fitted effect of over 55% in size
# Target sequence (A8B2U2 whole entry, looked up): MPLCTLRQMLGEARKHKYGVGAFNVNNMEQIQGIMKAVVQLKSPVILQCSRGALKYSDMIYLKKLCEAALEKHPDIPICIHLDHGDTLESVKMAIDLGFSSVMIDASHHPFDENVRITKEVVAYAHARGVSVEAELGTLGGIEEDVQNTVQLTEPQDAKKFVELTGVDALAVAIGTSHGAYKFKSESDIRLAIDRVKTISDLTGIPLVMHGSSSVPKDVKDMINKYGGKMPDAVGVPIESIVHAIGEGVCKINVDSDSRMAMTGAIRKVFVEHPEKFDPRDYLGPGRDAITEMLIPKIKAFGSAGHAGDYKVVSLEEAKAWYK
#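 Giardia FBPA (40 nM reagent) was preincubated 10 min at RT with compound (up to 57.5 uM final), then substrate plus GAPDH/TPI/NAD/arsenate coupling system with diaphorase/resazurin was added; resorufin fluorescence (525/598 nm) was read after 20 min.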
# HCMV inh = qHTS Assay for inhibitors of the human cytomegalovirus (HCMV); HFF cells, HCMV-luciferase reporter, 72 h; stronger effect = lower value; activity change, negative = inhibition, % at 57.5 µM; actives 4.5% (n = 410,000); in the data active = activity change below about -60%; inconclusive = no clear call, values can overlap the other calls; inactive = above about -39%
#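 Steps: HFFs plated, 16 h 37C; compounds added; HCMV-luciferase added to MOI 1 PFU/cell; 72 h 37C; OneGlo reagent, 5 min room temperature; luminescence read, normalized to controls.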
# AmpC no deterg = qHTS Inhibitors of AmpC Beta-Lactamase (assay without detergent) | AmpC nitrocefin hydrolysis, absorbance 480 nm, 0.0001% Triton | actives 0.52% (n = 330,000) | Potency, µM (doses to about 57.1 µM), without a hit: top-dose activity change, negative = inhibition, most hits filed as inhibitors;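 note: potency is the fitted concentration of half-maximal effect; plate controls were no compound for no effect and no enzyme for full effect; nearly all actives have a fitted effect of over 20% in size; some results filed as inactive show a strong effect at the top dose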
#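 AmpC (5.3 nM in the dispensed reagent) in 20 mM phosphate pH 7.0 with 0.01% (detergent screen) or 0.0001% Triton X-100 was preincubated with compounds for 15 min at room temperature. Nitrocefin was then added from an 800 uM solution, and hydrolysis was followed at 480 nm.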
# HCV inh = qHTS Assay for Inhibitors of Hepatitis C Virus (HCV); Huh7.5.1 HCVcc-Cre infection, luciferase reporter, 44 h; Potency, µM (doses to about 41.8 µM), for inactives: top-dose activity change, negative = inhibition, actives largely listed as inhibitors; actives 3.4% (n = 340,000); AID 651820, 2012; note: potency is the fitted concentration of half-maximal effect
#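 After 44 h co-culture of compound, cells and HCVcc-Cre (~0.5 moi), substrate is added for 15 min at room temperature and luciferase measured over 15 sec. Cells were seeded at 1,000/well and pre-cultured 4 h.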
# Sm TGR inh = qHTS Assay for the Inhibitors of Schistosoma Mansoni Peroxiredoxins; Schistosoma mansoni thioredoxin glutathione reductase (TGR), Q962Y6; purified TGR, DTNB reduction, TNB absorbance 405 nm; Potency, µM (doses to about 114 µM), without a hit: at the top dose activity change, negative = inhibition, actives largely listed as inhibitors; actives 3% (n = 360,000); AID 485364, 2010; note: potency is the fitted concentration of half-maximal effect; nearly all actives have a fitted effect of over 60% in size
#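 Kinetic colorimetric format: TGR-catalysed, NADPH-driven DTNB reduction monitored via TNB absorbance. Enzyme dispensed at 20 nM; compound exposure 15 min at room temperature before reaction start.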
# Numbers without * were called inactive; ? = inconclusive; . = not tested or not shown; & = joins results of further samples; [ ] = another dose, or the depositor's remark. Unless noted, calls come from the whole dose curve; as a rule, active = well fitted curve in the direction sought with a large enough effect; inconclusive = small, poorly fitted or top-dose-only effect, or another doubt; inactive = no such curve, though single readings can be large; an effect the other way counts as inactive or inconclusive. Unless noted, % is set by controls: 0 for no effect and ±100 for the full control effect.
# The opening seven records as a preview:
SMILES,AmpC inh detg,FBPA Giardia inh,HCMV inh,AmpC no deterg,HCV inh,Sm TGR inh
Nc1ncnc2c1ncn2[C@@H]1O[C@H](CNCc2ccc(-c3cc(C(F)(F)F)ccc3Cl)o2)[C@@H](O)[C@H]1O,.,.,-18,13%,35µM*,.
COc1ccc(CN(CCC#N)C(=S)NC(=O)c2ccccc2)cc1,0%,.,-39,-25%,11%,-5%
O=C(N/N=C1\CCc2ccccc21)c1ccccc1Cl,?,-1%,95,-22%,2%,-23%
COc1ccc(CNC(=O)c2ccc(N(C)S(=O)(=O)c3ccc(C)cc3)cc2)cc1,3%,.,27,-35%,4.5µM*,9%
Cc1cc(C)c2c(N)c(C(=O)c3ccc(Cl)cc3)sc2n1,-5%,3%,?,-23%,-26%,15%
COc1cc(CNn2c(C)n[nH]c2=S)cc(Br)c1OCc1ccc(F)cc1,0%,-19%,?,-6%,?,-10%
O=C(COC(=O)/C=C/c1cccc(F)c1)Nc1ccccc1,0%,3%,-34,-40%,16%,5%

# The whole of this part (from the top)
SMILES,AmpC inh detg,FBPA Giardia inh,HCMV inh,AmpC no deterg,HCV inh,Sm TGR inh
Nc1ncnc2c1ncn2[C@@H]1O[C@H](CNCc2ccc(-c3cc(C(F)(F)F)ccc3Cl)o2)[C@@H](O)[C@H]1O,.,.,-18,13%,35µM*,.
COc1ccc(CN(CCC#N)C(=S)NC(=O)c2ccccc2)cc1,0%,.,-39,-25%,11%,-5%
O=C(N/N=C1\CCc2ccccc21)c1ccccc1Cl,?,-1%,95,-22%,2%,-23%
COc1ccc(CNC(=O)c2ccc(N(C)S(=O)(=O)c3ccc(C)cc3)cc2)cc1,3%,.,27,-35%,4.5µM*,9%
Cc1cc(C)c2c(N)c(C(=O)c3ccc(Cl)cc3)sc2n1,-5%,3%,?,-23%,-26%,15%
COc1cc(CNn2c(C)n[nH]c2=S)cc(Br)c1OCc1ccc(F)cc1,0%,-19%,?,-6%,?,-10%
O=C(COC(=O)/C=C/c1cccc(F)c1)Nc1ccccc1,0%,3%,-34,-40%,16%,5%
COc1ccccc1Nc1ncnc2c1cnn2-c1cccc(C)c1,5%,2%,30,2%,?,15%
COc1cc(SC)ccc1C(=O)N1CCN(c2ccccc2)CC1,?,3%,-2,-11%,-21%,0%
O=C(CNC(=O)c1ccc(Br)cc1)NCC(=O)OCc1ccc(Cl)cc1,0%,1%,0,-30%,10%,9%
Cc1ccc(N(O)C(=O)NCCCCNC(=O)N(O)c2ccc(C)cc2)cc1,3%,-4%,-9,6%,-12%,0%
Cc1ccc(OCC(=O)Nc2nonc2-c2ccc(C)c(C)c2)cc1C,26%,.,3,.,.,4%
CN(C)S(=O)(=O)n1cnc([C@H]2c3c(ncn3Cc3ccccc3)C[C@H]3COC(=O)[C@@H]32)c1,3%,.,10,2%,9%,3%
Cc1ccc(C)c(N2CCN(c3ccc(N4C(=O)COCC4=O)cc3[N+](=O)[O-])CC2)c1,-7%,3%,-8,-16%,2%,3%
COc1ccc(Br)cc1C(=O)Nc1cc(C)cc(C)c1,?,-1%,-37,-41%,5.6µM*,3%
COc1ccc2nc3sc(C(=O)NCCc4ccc(Cl)cc4)cc3cc2c1,-8%,.,-3,.,.,1%
CCCc1nn2c(=O)cc(CSCC(=O)Nc3ccc(C)cc3)nc2s1,-1%,11%,-20,-13%,-4%,3%
COc1ccc(CCN2C(=O)CN=C2Nc2ccc(F)cc2)cc1OC,-2%,3%,3,-2%,-8%,.
NCC(c1ccccc1)(c1ccccc1)c1ccccc1,?,-7%,1,-5%,-21%,-12%
O=C(Nc1cccc(F)c1)Nc1ccc2c(c1)C(=O)OC2,5%,4%,-31,-17%,-14%,-14%
COc1ccc(N(CC(=O)Nc2cc(OC)ccc2OC)S(=O)(=O)c2c(C)noc2C)cc1,-6%,.,-15,66%[activator],0%,-3%
CN(C)c1ccc(NC(=O)CN2C3CCCC2CC(NC(=O)c2ccccc2)C3)cc1 (configuration not stated),-3%,-8%,-6,36%,7%,-13%
Cc1cc(C)nc(-n2nc(C)c(C3(O)C(=O)Nc4ccc(F)cc43)c2N)n1 (configuration not stated),-17%,-21%,48,-4%,4%,1%
CCc1cc2c(SCc3ccc(C(=O)OC)o3)ncnc2s1,-2%,9%,3,-10%,-19%,-16%
COc1ccc(Br)cc1C1SCCN1S(C)(=O)=O (configuration not stated),0%,-23%,9,-18%,-5%,32%
O=C(NNC(=O)c1cc(OCC(F)(F)F)ccc1OCC(F)(F)F)c1cccc(C(F)(F)F)c1,-1%,-2%,12,-9%,?,2%
Cc1cccc(NCC(=O)N/N=C/c2ccc(Br)cc2)c1,2%,1%,7,0%,?,-7%
CCOC(=O)CSCC(=O)Nc1c(C(=O)C2CC2)oc2ccccc12,-6%,1%,19,-12%,20%,0%
O=C(CSC1=NC(=O)C(c2ccccc2)C(=O)N1)Nc1cccc(Cl)c1 (configuration not stated),0%,17%,-19,-20%,14%,-24%
O=C1C(C2=C(O)c3ccccc3C2=O)=Nc2ccccc21,?,-21%,-78*,-33%,10µM*,?
C[C@H](NC(=O)Cn1cncn1)c1ccccc1,-9%,2%,24,2%,14%,13%
Cc1ccc(C(=O)CN(CCCC(N)=O)S(=O)(=O)c2ccc([N+](=O)[O-])cc2)cc1,-9%,.,-17,47%,6%,-13%
COc1ccc(NCc2cccn2-c2nnc(N3CCCCC3)s2)cc1OC,-3%,.,-8,.,.,45µM*
CC(O)CNc1ccc([N+](=O)[O-])cc1S(=O)(=O)N1CCOCC1 (configuration not stated),0%,2%,45,-13%,12%,-4%
CC(=O)Nc1cccc(NC(=O)c2ccc(C)c([N+](=O)[O-])c2)c1,4%,-4%,-23,-25%,-6%,4%
Cc1ccc(S(=O)(=O)N2N=C3CCCCC3C2(O)C(F)(F)F)cc1 (configuration not stated),?,4%,-20,-14%,11%,0%
CC1(C)C(=O)N(c2ccccc2Cl)C(=O)c2ccccc21,-11%,9%,-27,77%[activator],3%,0%
O=C1CC(c2ccccc2)c2c(O)cc(O)cc2O1 (configuration not stated),1%,6%,-22,-24%,17%,-1%
Cc1cc(C)c(C(=O)N2CCC3(CC2)OCCO3)c(C)c1,-2%,20%,43,-1%,9%,-21%
COC(=O)C1=C(c2ccc(OC)c(OC)c2)C[C@@H]2CC[C@H]1N2C(=O)NCCOc1ccc(OC)cc1,3%,.,-18,78%[activator],-7%,-2%
N/C(Cc1ccc([N+](=O)[O-])cc1)=N\OC(=O)COc1ccccc1Cl,-5%,4%,-102*,-51%,2%,-10%
CCCCCCSc1ccc(-c2nc3ccc(Cl)cn3c2NCCCC)cc1OC,.,.,37&55,4%,1%,.
O=S(=O)(NCC1CCCO1)c1cnc(Cl)c(Br)c1 (configuration not stated),?,0%,2,-14%,12%,1%
CCOC(=O)c1ccc(CN(Cc2ccc(F)cc2)S(=O)(=O)c2cc(C(=O)Nc3ccccc3CC)ccc2F)cc1,7%,.,?,.,.,5%
Clc1nc2ccccc2cc1-c1nnn(-c2ccccc2)n1,9%,11%,10,-16%,6%,16%
COc1ccc(C(=O)COC(=O)CN2C(=O)NC3(CC(C)CC(C)(C)C3)C2=O)c(OC)c1 (configuration not stated),6%,.,-10,36%,27%,-2%
COc1ccccc1NC(=O)Cn1c(=O)n(Cc2ccccc2)c(=O)c2c3c(sc21)CN(C(C)=O)CC3,1%,.,16,.,.,0%
CC(Oc1ccccc1)C(=O)Nc1nnc(C2CCCCC2)s1 (configuration not stated),-6%,6%,13,-16%,15%,-7%
CCCC(c1nnnn1CCOC)N1CCN(Cc2ccccc2)CC1 (configuration not stated),-1%,-17%,-16,-1%,-2%,1%
COc1ccc(OC)c(NC(=O)CSc2nnc(Cc3cccn3C)n2CCc2ccccc2)c1,-5%,2%,-22,126%[activator],.,-15%
# Additional results follow:
SMILES,AmpC inh detg,FBPA Giardia inh,HCMV inh,AmpC no deterg,HCV inh,Sm TGR inh
CC(=O)Oc1ccc2occ(-c3ccccc3)c2c1,-18%,11%,23,-29%,-3%,60%[activator]
CCOC(=O)C1CCN(S(=O)(=O)c2ccc(OC)c(C(=O)N3CCCCCC3)c2)CC1,-11%,-4%,24,73%[activator],1%,4%
O=C(O)/C=C/C(=O)NCCCc1ccccc1,5%,5%,23,-5%,12%,-35%
O=C(COC(=O)/C=C/c1cccc(C(F)(F)F)c1)NC(c1ccccc1)c1ccccc1,-13%,1%,-28,-38%,19%,0%
COCCNC(=O)c1cc(S(=O)(=O)N2CCCCC2)ccc1N1CCOCC1,-13%,.,-22,45%,31%[activator],-18%
Cc1ccc(C)c(-n2c(SCC(=O)N3CCC(C(=O)O)CC3)nnc2-c2cccc(Cl)c2)c1,-3%,-2%,-23,66%[activator],8%,8%
Cc1cc(C)c(S(=O)(=O)/N=C2\C=CC(=O)C(Cl)=C2)c(C)c1,?,?,.,5µM*,-12%,4µM*
CCOC(=O)C1CCCN(C(=S)Nc2ccc(F)cc2)C1 (configuration not stated),-3%,2%,-29,-6%[2.29 µM],8%,1%
O=C(CN1c2ccccc2S(=O)(=O)c2ccccc21)NCc1ccc(F)cc1,-2%,.,0,-28%,-19%,-2%
COC(=O)c1ccc(C)c(NC(=O)CN2C(=O)c3ccccc3S2(=O)=O)c1,-12%,0%,-2,-15%,?,11%
O=C1C(=O)N(c2ccccc2)C(c2ccccc2[N+](=O)[O-])/C1=C(\O)c1ccccc1 (configuration not stated),-2%,-23%,101,-27%,13%,-2%
OCCNCCCCCOc1ccc(F)cc1,?,-3%,?,-3%,?,-8%
Cc1ccc(Cc2cnc(NC(=O)c3ccco3)s2)cc1,2%,1%,1,-12%,?,-6%
CC(C)(C)OC(=O)C[C@@H]1C/C=C\C[C@@H](CC(=O)N[C@@H](CO)Cc2ccccc2)C(=O)NCCOC1=O,.,.,38,246%[activator],?,.
CCOc1ccc(/C=C2/Sc3ccc(C(=O)N4CCN(C(=O)c5ccco5)CC4)cc3N(C)C2=O)cc1OC,-2%,-10%,.,181%[activator],.,0%
N#Cc1cc([N+](=O)[O-])ccc1NC(=O)COC(=O)C1CCC(=O)N1 (configuration not stated),.,.,-29,-21%,2%,.
O=C(N=C1SC2CS(=O)(=O)CC2N1c1ccc(Cl)c(Cl)c1)C1CCCO1 (configuration not stated),4%,-6%,13,39%,5%,-3%
C/C(=N\NC(=O)c1nnn(-c2nonc2N)c1CSc1ccc(Cl)cc1)c1ccco1,-4%,-6%,-3,-25%,4%,-21%
COc1cc(NC(=O)N[C@@H](Cc2c[nH]c3ccccc23)C(=O)O)c(C(=O)O)cc1OC,-2%,-10%,3,128%[activator],11%,12%
COc1cc(CN2CCN(CC3CC3)CC2CCO)cc(OC)c1 (configuration not stated),1%,2%,29,-11%,11%,1%

# Screening data from PubChem.
